Cardio protect = myocardial damage modulation in H9c2 cells; H9c2 cardiomyocytes, H2O2 injury protection, ATPLite, 2 h; protection from H2O2 cell death, % at 20 µM; actives 0.63% (n = 360,000); AID 588492;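 active = compounds giving at least 50% protection of heart cells from peroxide-induced death in the single-dose screen, raw or plate-pattern-corrected value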;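 note: 0% = DMSO wells with peroxide and 100% = DMSO wells without peroxide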
MC4R antagonist = blocks human MC4R cAMP signaling. P32245. MC4R-expressing cells, MTII-stimulated cAMP, LANCE TR-FRET. inhibition, % at 6.5 µM. actives 0.48% (n = 360,000);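 active = inhibition above its plate's cutoff, the mean of tested wells on that plate plus 3 SD, cut at about 29% in these data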;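 note: 0% = Melanotan II alone and 100% = Melanotan II plus saturating MCL0020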
Target sequence (P32245 whole entry, looked up): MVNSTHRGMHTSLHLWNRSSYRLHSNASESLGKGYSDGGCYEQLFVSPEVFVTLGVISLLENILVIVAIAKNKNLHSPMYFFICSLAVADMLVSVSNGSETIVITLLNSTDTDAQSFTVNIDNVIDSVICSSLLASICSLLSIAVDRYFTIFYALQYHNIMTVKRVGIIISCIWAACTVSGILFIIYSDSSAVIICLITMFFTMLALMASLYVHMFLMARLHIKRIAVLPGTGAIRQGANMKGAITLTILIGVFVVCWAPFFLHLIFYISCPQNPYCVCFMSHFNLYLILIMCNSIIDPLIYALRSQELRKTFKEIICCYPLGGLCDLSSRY
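Material – human MC4R-expressing U2OS cells · Repeats – no replicates · Detection – TR-FRET with Eu-cAMP and labeled anti-cAMP, 671 nm · Times – compound 30 min, challenge 1 h, detection 1 h · Compound – single nominal compound dose of 6.5 µM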
MC4R ag barr = human MC4R agonism via beta-arrestin. P32245. U2OS MC4R beta-arrestin complementation, luminescence; percent of melanotan II response, DMSO zero. activation, % at 8.9 µM. actives 0.98% (n = 360,000). AID 540308;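 active = activation above a per-plate cutoff, the mean activation of sample wells on that plate plus 3 SD, cut at about 8% in these data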
aDG glyco up = alpha-DG glycosylation activation. actives 0.22% (n = 360,000). AID 624168. Pro5-aDG cells, alpha-DG glycosylation AlphaScreen (IIH6); 0% Pro5, 100% B10-LARGE cell signal. activation, % at 10 µM;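 active = activation of at least 8% versus controls, or a plate z-score of at least 8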;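 note: Pro5 are CHO cells carrying HIG-tagged alpha-DG that lacks glycosylation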
ABHD5-PLIN5 inh = ABHD5-PLIN5 protein interaction inhibition; Split G. princeps luciferase complementation, luminescence, 4 h; inhibition, % at 4 µM; actives 0.78% (n = 360,000);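 active = inhibition above the mean inhibition across every tested compound plus 3 SD, cut at about 22% in these data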;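 note: 0% = DMSO only wells and the 100% control is not disclosed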
ABCB6 inh MLPCN = inhibitors of human ABC transporter ABCB6; Q9NP58; K562-ABCB6 porphyrin accumulation, flow cytometry, 1 h; active compounds read low; fluorescence ratio to DMSO, % at 10 µM; actives 0.19% (n = 360,000);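 active = fluorescence ratio to DMSO below 75%, the collection mean minus 3 SD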;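 note: signal is porphyrin accumulated inside mitochondria; 100% equals median channel fluorescence of DMSO control wells; lower ratio means ABCB6 inhibition with less porphyrin fluorescence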
N-glyco inh = N-linked glycosylation inhibition | D54 ERlucT glycosylation luciferase reporter, 24 h; percent of 100 nM tunicamycin response | reporter increase, % at 12.5 µM | actives 0.23% (n = 360,000) | AID 588692;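 active = mean luciferase reporter signal, scaled so untreated is 0 and the glycosylation-blocking control 100, at or above a set limit in every replicate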;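 note: luciferase carries N-glycosylation sites so blocking glycosylation raises the light; 0% = median of neutral control wells and 100% = median of 100 nM tunicamycin wells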
Granule exo inh = blocks lytic granule exocytosis; actives 0.66% (n = 360,000); AID 651702; inhibition, % at 10 µM; TALL-104 LAMP-1 surface exposure, flow cytometry; cells stimulated with thapsigargin and PMA;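 active = inhibition above about 55%, limit read from the data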
iPSC survival up = enhancers of human iPSC single-cell survival; hiPSC single-cell survival, ATPlite luminescence; 100% = ROCK inhibitor wells, 0% = DMSO; survival enhancement, % at 20 µM; AID 602274; actives 0.044% (n = 360,000); in the data active = survival enhancement above about 18%;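 note: cells exposed to compounds for 16 hours before the ATP read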
HTR2A ag = agonists of mouse serotonin 5-HT2A receptor (HTR2A). CHO-K1 mHTR2A beta-arrestin complementation, luminescence; percent of 30 µM serotonin response. activation, % at 7.6 µM. actives 0.66% (n = 360,000). AID 624169;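 active = activation above a run cutoff, the mean activation of all tested compounds plus 3 SD, cut at about 14% in these data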;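 note: 0% = plate median of compound wells and 100% = 30 µM serotonin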
Target sequence (P35363 whole entry, looked up): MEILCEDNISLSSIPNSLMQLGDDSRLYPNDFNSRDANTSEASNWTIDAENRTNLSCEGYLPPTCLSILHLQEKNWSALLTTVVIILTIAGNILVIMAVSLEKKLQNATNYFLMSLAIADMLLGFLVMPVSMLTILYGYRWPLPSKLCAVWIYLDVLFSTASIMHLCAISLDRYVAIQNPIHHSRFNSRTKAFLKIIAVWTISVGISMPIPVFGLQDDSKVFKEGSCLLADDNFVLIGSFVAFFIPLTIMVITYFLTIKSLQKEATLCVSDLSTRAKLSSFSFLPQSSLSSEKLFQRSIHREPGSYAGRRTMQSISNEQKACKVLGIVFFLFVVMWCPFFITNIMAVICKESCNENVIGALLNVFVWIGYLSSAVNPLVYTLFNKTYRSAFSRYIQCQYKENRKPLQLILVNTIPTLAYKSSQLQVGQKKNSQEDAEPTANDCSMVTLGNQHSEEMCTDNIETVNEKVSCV
The depositor's hits bear a star; / = not tested or not shown; & = joins results of further samples.

Results follow in this order: Cardio protect	MC4R antagonist	MC4R ag barr	aDG glyco up	ABHD5-PLIN5 inh	ABCB6 inh MLPCN	N-glyco inh	Granule exo inh	iPSC survival up	HTR2A ag
COc1ccc(C)cc1NC(=O)CSc1nc(SC)ns1
    -1	10	0.4	0.5	-2	98	1	2	3.2	-1
COC(=O)c1ccc2[nH]ccc2c1
    -4	-4	0.0	-0.2	-15	102	5	12	1.2	0
COc1ccc(-c2nnc(SCC(=O)Nc3nc4ccccc4s3)n2C)cc1
    14	-3	-2.0	0.2	-2	80	-1	0	2.6	-1
N#Cc1c(N)sc2c1CCN(CCc1ccccc1)C2
    -9	2	-2.4	0.4	1	97	1	1	-1.7	-2
COC(C[C@@H](O)[C@@H](C)[C@H](O)COCc1ccccc1)OC
    0	5	-1.4	0.2	-2	97	1	-1	-0.2	9
CCN(CC(=O)Nc1cc(Cl)ccc1C)C(=O)C1COc2ccccc2O1 (stereo not drawn)
    2	16	4.2	1.7	1	99	3	2	-0.4	-15
CCC1CCCCN1S(=O)(=O)c1ccc(NC(=O)c2snnc2C)cc1 (stereo not drawn)
    -8	-2	1.5	-0.1	-2	95	-1	-2	-0.5	4
COc1ccc(-c2cc(-c3nnc(COC(=O)C4CC4)o3)c3ccccc3n2)cc1OC
    80*	12	0.4	-0.5	3	96	-1	14	2.2	-1
Cc1c(C(=O)N/N=C/c2ccncc2)no[n+]1[O-]
    1	-3	-2.9	0.5	-4	99	2	2	3.8	-1
Cc1ccc(C)c(Cn2c(O)c(N=NC(=S)Nc3ccccc3F)c3ccccc32)c1
    20	7	-3.3	0.0	-5	97	0	12	-1.1	-9
COc1ccc(NC(=S)N(CCN(C)C)C(C)c2ccco2)cc1Cl (stereo not drawn)
    -2	20	-2.5	0.2	-2	101	-2	4	-1.3	-3
COc1cc2c(cc1OC)C(C)N(C(=O)Cn1ncc3c1-c1ccccc1OC3)CC2 (stereo not drawn)
    2	-2	0.8	0.0	-3	93	-8	-2	-0.7	2
CCc1nc2c(OCc3ccccc3C)cccn2c1N(C)C(=O)c1ccc(C)cc1
    -8	15	-0.7	-0.1	8	95	2	7	6.0	-8
O=C(Cc1ccccc1[N+](=O)[O-])NNC(=O)c1cccs1
    8	4	-1.3	0.0	6	102	0	41	0.6	6
CCOC(=O)c1c(NS(=O)(=O)c2ccc(Br)cc2)sc2c1CCC2
    -18	0	0.3	0.1	-11	103	0	-1	-2.0	1
N/C(Cc1cccc2ccccc12)=N\O
    5	4	3.0	0.0	16	104	3	2	-0.4	-4
COc1ccc(CN2CCCC(C(=O)N(C)Cc3ccccc3)C2)cc1OC (stereo not drawn)
    6	-6	1.6	-0.4	-8	104	0	-3	-0.5	4
O=C(CCCc1ccccc1)NC12CC3CC(CC(C3)C1)C2
    9	5	-0.3	0.1	-1	105	-9	-2	1.1	-6
COc1ccccc1NC(=O)CSc1nc(O)cc(=O)n1C
    0	16	-0.9	-0.1	0	95	4	1	0.7	1
O=C(Nc1c(-c2ccccc2)nc2ccccn12)c1ccccc1
    -1	-3	-3.3	0.1	5	93	0	-1	2.2	0
CC(=O)Nc1ccc2c(c1Br)Cc1ccccc1-2
    -1	5	-1.0	-0.1	9	96	1	26	0.8	-5
CSc1ccc(/C=C(\C#N)C(=O)NC2CCCCC2C)cc1 (stereo not drawn)
    -2	-4	-1.4	0.5	19	103	14	10	-0.1	-7
Cc1ccc(S(=O)(=O)NNC(=O)C2COc3ccccc3O2)cc1C (stereo not drawn)
    0	2	1.2	-0.1	1	100	2	-3	-0.3	5
COc1ccccc1-c1noc(-c2ccccc2C(=O)N2CCOCC2)n1
    2	-8	0.1	-0.3	-1	102	0	2	0.5	-5
CCN(CC)c1ccc2c(C)c(CN3CCOCC3)c(=O)oc2c1
    -2	2	-0.7	0.5	-9	101	-2	-1	-1.8	2
O=C(NCc1ccc2c(c1)OCO2)Oc1ccccc1
    6	7	0.7	-0.2	0	94	0	-2	-2.3	7
CCOc1cc(C(=O)N[C@@H](C)C(=O)N2CCC3(CC2)NCCc2[nH]cnc23)cc(OCC)c1OCC
    1	3	-0.7	-0.1	-3	102	2	-6	-0.3	-8
Cn1nnnc1Sc1ncnc2scc(-c3ccc(C#N)cc3)c12
    -18	0	-1.8	-0.3	11	90	-18	2	-1.1	-7
NC(=O)C[C@@H]1N[C@]2(C(=O)Nc3ccccc32)[C@@H]2C(=O)N(C3CCCCC3)C(=O)[C@H]12
    2	3	0.2	-0.3	2	98	3	0	0.2	-1
CCCCN(C)CCCNC(=O)c1cc(=O)[nH]c2ccc(S(=O)(=O)N3CCCCC3C)cc12 (stereo not drawn)
    14	5	-2.8	0.0	4	96	0	-2	-0.1	0

Reformatted: entries from further up
| canonical_smiles | Cardio protect | MC4R antagonist | MC4R ag barr | aDG glyco up | ABHD5-PLIN5 inh | ABCB6 inh MLPCN | N-glyco inh | Granule exo inh | iPSC survival up | HTR2A ag |
| --- | --- | --- | --- | --- | --- | --- | --- | --- | --- | --- |
| CCN(CC(=O)Nc1cc(Cl)ccc1C)C(=O)C1COc2ccccc2O1 (stereo not drawn) | 2 | 16 | 4.2 | 1.7 | 1 | 99 | 3 | 2 | -0.4 | -15 |
| COc1ccc(CN2CCCC(C(=O)N(C)Cc3ccccc3)C2)cc1OC (stereo not drawn) | 6 | -6 | 1.6 | -0.4 | -8 | 104 | 0 | -3 | -0.5 | 4 |

Following part.
Results follow in this order: Cardio protect	MC4R antagonist	MC4R ag barr	aDG glyco up	ABHD5-PLIN5 inh	ABCB6 inh MLPCN	N-glyco inh	Granule exo inh	iPSC survival up	HTR2A ag
Cc1cc(CNC[C@H]2O[C@@H](n3ccc(=O)[nH]c3=O)[C@H](O)[C@@H]2O)no1
    2	/	/	0.0	-7	97	-1	-2	2.1	-3
Cc1cc(C)c2c(=O)cc(C(F)(F)F)oc2n1
    0	-2	-3.8	0.0	-1	95	0	-5	0.2	7
COc1cc(-c2noc(CCCC(=O)NCc3ccco3)n2)cc(OC)c1OC
    5	11	0.3	-0.2	5	98	3	0	-0.4	0
COc1ccc(-n2ncc(C(C)NS(=O)(=O)c3ccc(C)s3)c2C)cc1 (stereo not drawn)
    -4	18	0.9	0.1	1	95	-1	0	-0.2	-7
CCCOc1ccc(C(=O)NC(=S)NCc2cccnc2)cc1
    -7	-4	0.3	0.4	-6	97	-1	-2	-1.1	3
CCn1c(SCC(=O)Nc2cc(C(C)(C)C)nn2-c2ccccc2)nnc1-c1cccs1
    2	0	1.3	0.7	5	96	0	-3	0.8	-1
Cc1cc(C)c(C(N)=O)c(SCC(=O)c2cc(C)c(C)cc2C)n1
    -3	9	0.7	0.2	0	101	1	-4	-1.1	1
CCNc1nc(N)nc(Oc2ccc(OCC)nn2)n1
    8	4	-2.2	0.1	1	96	2	-4	2.3	1
Cc1ccc(-c2nc(NC(=O)c3nn(C)cc3[N+](=O)[O-])sc2C)cc1C
    -16	-6	2.6	-0.3	-1	85	-21	-1	-0.3	-5
CNC(=O)CSc1nnc(COc2ccc([N+](=O)[O-])cc2)n1C
    0	22	-1.1	-0.2	-1	100	1	-3	1.0	4
O=C(NCCc1ccccc1)c1ccc(CS(=O)Cc2cccc(Cl)c2)o1 (stereo not drawn)
    0	6	-1.4	0.0	2	98	-2	2	-0.6	-5
CC(C)(CO)CNC(=O)CCc1nnc(CCCc2ccccc2)o1
    12	-7	0.1	-0.2	0	100	1	4	-1.8	-4
CC(C)CC1Nc2ncnc(N3CCN(c4ccccn4)CC3)c2N(Cc2ccccc2)C1=O (stereo not drawn)
    6&0	8	-3.5	0.1&-0.1	-7&-1	97&105	-7&-2	3&-3	-0.1&-2.7	-9&-4
O=C(NCCc1ccccc1)C1CCN(c2nc3ccccc3o2)CC1
    3	5	-1.5	0.1	-3	95	2	-1	-0.5	-7
O=C(Nc1cccnc1)NC1CCCCC1
    3	3	-4.6	-0.4	-5	97	0	-3	-1.1	0
CCCCCCCCN1C(=O)[C@H](CC(=O)N2CCSCC2)C[C@@]2(C(=O)OC)CC(C)(C)CC=C12
    /	/	/	0.0	-4	/	/	-6	/	-1
CCOC(=O)C1=C(O)/C(=C\c2sccc2C)N=C1C
    6	-7	-0.1	0.2	-4	101	0	-10	1.0	3
CC(C)c1nnc(NC(=O)CCC(=O)NCc2ccc(F)cc2)s1
    -1	17	-1.6	-0.3	1	101	1	-10	0.3	-5
CC1Cc2ccccc2N1C(=O)NC1CC(=O)N(c2ccc3c(c2)OCCO3)C1 (stereo not drawn)
    -6	6	-1.3	0.2	-7	95	-2	-2	-0.6	-1
COc1ccc(C(=O)NNC2=C(C(=O)C(F)(F)F)CCC2)cc1
    1	4	-0.1	0.1	-2	97	2	0	-0.3	1
CC1CCc2c(C(=O)NCCCN3CCOCC3)csc2C1 (stereo not drawn)
    -3	9	-0.3	0.0	4	91	1	1	-0.1	-1
Cc1cccc(C(=O)Nc2nnc(Cc3c[nH]c4ccccc34)s2)c1
    -2	-2	-1.3	0.0	-3	105	5	4	6.3	-5
CCN(CC)CCNC(=O)C12CC3CC(CC(C3)C1)C2
    9	0	-1.5	-0.3	1	98	2	-2	-0.2	-3
COc1cccc(-c2c(C(=O)N/N=C/c3ccc(C)s3)nnn2-c2nonc2N)c1
    4	8	-2.8	-0.1	-3	100	2	28	-0.4	5
N#Cc1c(-c2ccc(F)cc2)noc1N
    12	16	-2.6	0.3	4	106	0	9	5.0	1
CC(C)Oc1ccc(C2NC(=O)NC2=O)cc1 (stereo not drawn)
    1	0	-2.0	0.3	2	96	0	-1	1.8	3
NC(=O)c1nsc(C(=O)N(c2cccc(F)c2)C(C(=O)NCC2CCCO2)c2cccs2)c1N (stereo not drawn)
    22	-6	-0.6	-0.2	1	94	-5	1	-0.4	-4
COc1cccc(NC(=O)c2cnsn2)c1
    6	4	1.8	-0.3	4	99	0	0	4.5	1
CC(Sc1nnc(-c2cccs2)n1-c1ccccc1)C(=O)NCc1ccc2c(c1)OCO2 (stereo not drawn)
    8	-4	0.5	0.4	11	99	-3	6	-2.2	-2
COC(=O)CCSc1nccn1Cc1ccccc1
    3	11	-0.2	0.0	2	104	2	1	0.7	4
COc1ccccc1NC(=O)N(Cc1ccc2c(c1)OCO2)Cc1nc2ccccc2c(=O)[nH]1
    24	10	0.6	0.0	2	92	1	0	-1.2	-1
CN(/C(=N/S(=O)(=O)c1ccccc1)c1ccccc1)S(=O)(=O)c1ccccc1
    7	7	-0.5	-0.1	3	100	3	-2	-1.1	-2
CCSC1=C(C#N)C(c2ccc(F)cc2)CC(=O)N1 (stereo not drawn)
    8	-3	-0.4	-0.1	-2	101	-1	2	1.3	6
O=C(Nc1ccc(-c2cc3ccccc3oc2=O)c(Cl)c1)c1cccnc1
    5	12	-1.1	0.4	-4	98	0	0	-0.4	-1
CCOC(=O)c1c(NC(=O)c2nc3n(n2)C(C(F)F)CC(C)N3)sc2c1CCCC2 (stereo not drawn)
    0	20	5.1	-0.2	0	80	2	0	2.1	13
Cn1c(NC(=O)COc2ccccc2)cc(=O)n(C)c1=O
    8	19	0.0	0.0	8	98	3	1	1.4	-1
NC(=O)C1CC(=O)N(Cc2ccc3c(c2)OCO3)C(=Nc2ccccc2)S1 (stereo not drawn)
    -6	-2	-1.9	-0.1	-6	96	-2	-5	5.3	-8

From PubChem BioAssay
